Screening data from PubChem BioAssay.
ER stress death: protection against thapsigargin ER stress killing – CSM14.1 cells, ATP luminescence, primary screen. relative survival (cellular ATP), % at 15 µg/mL (by protocol). actives 0.33% (n = 48,000). CSM14.1 thapsigargin ER stress survival;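 active means survival measured by cellular ATP above 50% at 15 µg/ml in the first screen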;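 further: cell death triggered by about 15 µM thapsigargin; ATP read 24 h after thapsigargin was added; plate controls were thapsigargin with DMSO for no effect and DMSO without thapsigargin for full effect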
Starred values were filed as active, the others as inactive. Some of the compounds tested; rates above refer to the full screens.

SMILES	ER stress death
CC1=C(C(=O)OC2CCCC2)C(c2ccc(Cl)cc2)NC(=O)N1C (stereo unspecified)	3
CCOc1ccc(N(CC(=O)Nc2ccc(C(C)C)cc2)S(C)(=O)=O)cc1	8
CCOC(=O)c1ccc(NC2=C(N3CCCCC3)C(=O)c3ccccc3C2=O)cc1	14
C[n+]1ccn2c3c(c4cc(C5CCCCC5)ccc42)CCCc31	-25
COc1cccc(CN2CCN(S(C)(=O)=O)CC2)c1	-4
Cc1ccc(OCC(=O)Nc2cccc3c2CCCC3)c(Br)c1	6
O=C(N/N=C/c1ccc([N+](=O)[O-])o1)C1COc2ccccc2O1 (stereo unspecified)	6
CCOC(=O)C1=NN(C(=O)c2ccncc2)C(O)(C(C)(C)C)C1 (stereo unspecified)	5
NNC(=O)CN1C(CN2CCOCC2)=Nc2ccc(Br)cc2C1c1ccccc1 (stereo unspecified)	-3
Cc1ccc(/C(O)=C2\C(=O)C(=O)N(c3ccc(O)cc3)C2c2ccccc2)cc1 (stereo unspecified)	-1
COc1ccc(C2Nc3ccccc3C(=O)N2Cc2ccco2)cc1COc1ccc(Cl)cc1 (stereo unspecified)	5
COc1cc(NC(=O)[C@@H]2C3C=CC(C3)[C@@H]2C(=O)O)c(OC)cc1Cl (stereo partly specified)	3
COc1ccccc1CNC(=O)C(=O)Nc1ccccc1C	2
O=C(O)C1C2CCC(O2)C1C(=O)N1CCN(c2ccc(F)cc2)CC1 (stereo unspecified)	-1
OC1CN=C2CCCc3c2n(c2ccc(Cl)cc32)C1 (stereo unspecified)	-3
CCOc1ccc(C2C(C(=O)OC(C)C)C(=O)CC(C)(O)C2C(=O)OC(C)C)cc1 (stereo unspecified)	1
CCCCOc1ccc(/C=C(/C#N)c2nc3ccc(C)cc3[nH]2)cc1OC	2
Cc1ccc(NC(=S)NC(=O)c2ccco2)c(C)c1	4
O=C1/C(=C\c2ccc([N+](=O)[O-])cc2)SC(=S)N1c1cccc(C(F)(F)F)c1	-4
Cc1ccc(S(=O)(=O)N2CCSC2c2ccc(Br)cc2)cc1[N+](=O)[O-] (stereo unspecified)	2
COc1ccc(/C=C/C(=O)Nc2ccccc2O)cc1	-3
O=C1N=c2ccccc2=C1c1sc(=S)n(Cc2ccco2)c1O	0
CC1(C)CC(=O)C2=C(C1)OC1=C(C(=O)CC(C)(C)C1)C2c1ccc(-c2ccc3c(c2)COC3=O)o1	20
CCOc1ccc(S(=O)(=O)n2ccnc2C(C)C)c2ccccc12	3
O=C(Cc1ccccc1[N+](=O)[O-])NCc1ccncc1	2
Cc1cn(S(=O)(=O)c2ccc(Cl)cc2)cn1	-1
CC(=O)c1cccc(NC(=O)CSC2=NCCS2)c1	-14
COc1ccc(N=CC2=C(O)CC(c3ccccc3)CC2=O)cc1OC (stereo unspecified)	16
N#C/C(=C/c1cc([N+](=O)[O-])ccc1Cl)C(=O)Nc1cccc(Br)c1	-4
COc1cc(NC(=O)c2ccc(Cl)cc2)c(Cl)cc1NC(=O)c1cccs1	-8
O=C1C/C(=C/Nc2ccccc2)C(=O)N1	-2
CCOC(=O)c1c(NC(=O)Cc2cccs2)sc(C(=O)Nc2ccccc2F)c1C	-5
Cc1ccsc1C1NC(=O)c2c(sc3c2CCCC3)N1 (stereo unspecified)	1
O=[N+]([O-])c1cc(/C=N/N2CCN(c3ccccc3)CC2)ccc1Cl	-5
COc1cc(NC(=O)c2ccc(-c3cccc(Cl)c3)o2)ccc1NC(=O)c1ccco1	-4
O=C(CCCOc1ccc(Cl)cc1Cl)NNC(=O)c1cccc(Br)c1	6
Clc1ccccc1-c1nnc(-c2ccccc2Br)o1	9
NC(=O)C1CCN(C2CC(=O)N(Cc3ccc(Cl)cc3)C2=O)CC1 (stereo unspecified)	-5
C=CCc1cccc(/C=N/N=C2/NC(=O)CS2)c1O	0
Cc1cccc(NC(=O)/C(=C\c2cccs2)NC(=O)c2cccs2)c1	-1
N#Cc1c(-c2ccc(F)cc2)c(C#N)c2nc3ccccc3n2c1N	5
COc1cc(/C=N\NC(=O)COc2ccccc2Cl)cc(OC)c1O	4
O=C(Cc1c(O)c2ccccc2[nH]c1=O)N1CCOCC1	2
COc1ccc(/C=C/C(=O)Nc2nc3ccccc3n2C)cc1	3
CCCOc1ccc(C(=O)Nc2scc(-c3ccc(C)cc3)c2C(=O)OCC)cc1	-1
O=C(N/N=C/c1ccc(/C=N/NC(=O)c2ccc(Br)cc2)cc1)c1ccc(Br)cc1	9
O=C(NCCc1ccc(Cl)cc1)C(=O)Nc1ccccc1F	-8
COC(=O)c1cc(NC(=O)c2cc(I)ccc2Cl)cc(C(=O)OC)c1	-2
CN(C)/C=C1\N=C(c2cccc(Br)c2)OC1=O	6
CCN(CC)c1ccc(/C=N/NC(=O)Cn2nnc(-c3ccccc3)n2)c(O)c1	8
Cc1ccc(-c2ccc(/C=C3\SC(=S)NC3=O)o2)c([N+](=O)[O-])c1	3
Cc1cccnc1NC(=O)Nc1ccc(Cl)cc1	5
O=S1(=O)CCC(NC(=S)SCCOc2ccccc2OCCO)C1 (stereo unspecified)	-3
O=C(c1ccc([N+](=O)[O-])cc1)N1CCN(Cc2cccc3ccccc23)CC1	63*
O=C(O)CCCCCN1C(=O)C(O)=C(C(=O)/C=C/c2ccccc2)C1c1ccccc1[N+](=O)[O-] (stereo unspecified)	5
O=C(O)CSc1nnc(C2COc3ccccc3O2)n1-c1ccccc1 (stereo unspecified)	2
CC(=O)c1ccc(NC(=O)c2ccc3c(c2)OCCO3)cc1	0
Cc1ccc(S(=O)(=O)N(CC(=O)NC2CCCC2)c2cccc(Cl)c2)cc1	2
Cc1ccc2nsnc2c1NC(=O)COc1ccc([N+](=O)[O-])cc1	14
CS(=O)(=O)N1CCN(Cc2cccnc2)CC1	-1
Later entries
SMILES	ER stress death
CCOC(=O)C1=C(C)NC(=S)NC1c1cccc(C)c1 (stereo unspecified)	-9
CC(=O)OCC12COC(c3ccc4c(c3)OCO4)C(C(C)=CC1C)C2C (stereo unspecified)	3
O=C(CSc1ncc(-c2ccccc2)[nH]1)Nc1ccccc1	8
CC1(C)CC(=O)C2=C(C1)Nc1ccccc1N(C(=O)C(F)(F)F)C2c1ccco1 (stereo unspecified)	6
COc1ccc(OC)c(NC(=O)c2ccc(C)o2)c1	-1
CC(C)(C)c1ccc(O)c(N=Cc2cc(Cl)cc([N+](=O)[O-])c2O)c1	0
COc1cccc(CNCc2ccc([N+](=O)[O-])cc2)c1OC	5
S=C(NCCN1CCOCC1)Nc1ccc(Cl)cc1Cl	-8
COc1ccc(N(Cc2ccc(C(=O)NCc3ccccc3)cc2)S(=O)(=O)c2ccccc2)cc1	-3
Cc1c(NC(=O)C(C)Oc2ccccc2)cccc1NC(=O)C(C)Oc1ccccc1 (stereo unspecified)	10
CSc1ccc(Cl)c(C(=O)Nc2c(C)n(C)n(-c3ccccc3)c2=O)c1	5
COc1ccccc1/C=c1/sc2nc(-c3ccc(Cl)cc3Cl)nn2c1=O	1
Cc1ccc(NC(=O)c2ccc(NC(=O)c3ccc(Cl)cc3Cl)cc2)cc1	7
N/C(=N\N=C\c1c[nH]c2ccccc12)c1nonc1N	4
CC(=O)Nc1cccc(NC(=O)CC(c2ccccc2)c2ccccc2)c1	8
CC1(C(=O)O)CCC(C(=O)Nc2ccccc2O)C1(C)C (stereo unspecified)	10
Cc1ccc(-c2csc(NC(=O)C3C4C=CC(O4)C3C(=O)O)n2)cc1 (stereo unspecified)	7
CC(=O)Nc1ccc(S(=O)(=O)/N=C2/NC(=O)/C(=C\c3ccco3)S2)cc1	1
C/C=C/COC(=O)C1=C(C)NC(=O)NC1c1ccc(F)cc1 (stereo unspecified)	7
O=C(Nc1ccc(Cl)c([N+](=O)[O-])c1)c1ccc2c(c1)OCO2	2
O=C(N/N=C/c1cc([N+](=O)[O-])ccc1Cl)c1cc2ccccc2o1	11
CC1CCN(C2=NC(=O)/C(=C/c3ccc(O)cc3)S2)CC1	9
CCN1C(=O)N(COC(C)=O)C2C1N(COC(C)=O)C(=O)N2CC (stereo unspecified)	0
Cc1cccnc1NC(=O)c1ccccc1NC(=O)c1ccccc1	0
CCC(C(=O)Nc1cc(C)on1)c1ccccc1 (stereo unspecified)	-2
Fc1ccc(-c2noc(-c3ccc(F)cc3)n2)cc1	1
Cc1cc(Cl)ccc1OCC(=O)Nc1ccc2ccccc2c1	-4
CC(=O)n1cc(Nc2cccc([N+](=O)[O-])c2)c2ccccc21	16
Cn1c(N/N=C\c2cccs2)cc(=O)n(C)c1=O	-1
CC(C)C(=O)NC(=O)NCc1cccc([N+](=O)[O-])c1	9
CCc1c(C)sc(NC(=O)C2CCCCC2C(=O)O)c1C#N (stereo unspecified)	8
N/C(=N\OC(=O)c1cccc(Br)c1)c1ccc([N+](=O)[O-])cc1	10
O=C(O)c1c(F)c(F)c(F)c(F)c1-c1ccc(Cl)cc1	1
Cc1cc(OCC(=O)N2CCCC2)ccc1Br	8
Fc1ccccc1C=NN1CCN(Cc2ccccc2Cl)CC1	-4
O=C1C2C(C(=O)N1/N=C/c1ccccc1Cl)C1C=CC2C12CC2 (stereo unspecified)	3
CC(=O)C1=C(O)C(=O)N(CC2CCCO2)C1c1ccc(C)cc1 (stereo unspecified)	7
C/C(=N\NC(=O)c1cc(Br)ccc1O)c1cccnc1	5
CCOc1cc(/C=N/NC(=O)COc2ccc(Cl)cc2Br)cc([N+](=O)[O-])c1O	10
COc1ccc(/C=C2\SC(=S)NC2=O)c(OC)c1OC	5
c1ccc(Oc2nc(-c3ccncc3)nc3ccccc23)cc1	2
COc1ccc(CC(=O)Nc2ccc(NC(=O)c3ccc(C(C)(C)C)cc3)cc2)cc1OC	0
CCOc1cc(/C=C2/SC(=S)N(C)C2=O)ccc1OCCOc1ccccc1C	2
COc1cc(/C=C2/SC(=S)N(CCC(=O)Nc3ccc4c(c3)OCO4)C2=O)cc(OC)c1OC	2
CCOc1ccccc1NC(=O)c1cccc([N+](=O)[O-])c1	8
Cc1ccc(C(=O)N/C(=C/c2cccc([N+](=O)[O-])c2)C(=O)Nc2c(C)n(C)n(-c3ccccc3)c2=O)cc1	3
O=C(Nc1ccccc1)Nc1nnc(COc2ccc(F)cc2)s1	1
COc1ccc(N2C(=O)/C(=C/c3ccc(OCc4ccc(F)cc4)c(OC)c3)C(=O)NC2=S)cc1	9
COC(=O)c1ccc(OCC(O)CN2CCCCC2)cc1 (stereo unspecified)	0
Cc1cc(=O)oc2c(C)c(OCC(=O)c3ccc(Cl)cc3)ccc12	2
O=C1NN(c2ccccc2)C(=O)/C1=C/c1ccc(OCCOCCOc2ccccc2)cc1	11
O=C1NC(=O)N(c2ccccc2)C(=O)/C1=C\c1cccn1-c1ccc([N+](=O)[O-])cc1	-3
Cc1ccc(-c2csc(NC(=O)CCCC(=O)O)n2)cc1	4
O=C(/C=C/c1ccc([N+](=O)[O-])cc1)Nc1cccc(C(F)(F)F)c1	4
C=CCc1cc(/C=C2\C(=O)NC(=O)N(c3ccc(C)cc3)C2=O)cc(OC)c1OCC(=O)O	9
Cc1ccc(-c2nc(N)sc2-c2ccc([N+](=O)[O-])cc2)cc1	5
CC(C)c1ccc(N2C(=O)NC(=O)/C(=C/c3cccc([N+](=O)[O-])c3)C2=O)cc1	-4
CN(C)c1ccc(/C=N/n2cnnc2SCc2ccccc2)cc1	7
COc1ccc(OCC(=O)N2c3ccccc3CCc3ccccc32)cc1	5
CSC1=C(C#N)C(c2cccs2)CC(=O)N1 (stereo unspecified)	-1
(continued)
SMILES	ER stress death
Cc1cc(C(=O)Nc2ccc(NC(=O)C(=O)O)cc2)c(C)o1	1
COC(=O)c1c(NC(=O)/C=C/c2ccco2)sc(C)c1C	-2
CCOc1cc(/C=C2\C(=O)N(c3ccc(S(N)(=O)=O)cc3)N=C2C)cc(Cl)c1O	-1
O=C(CNC(=O)/C(=C\c1ccccc1F)NC(=O)c1ccccc1)OCc1ccccc1	7
COC(=O)C1=CN(Cc2ccc(OC)cc2)C=C(C(=O)OC)C1c1ccc2c(c1)OCO2	24

Structures shown so far that contain two or more sulfur atoms (14):
SMILES	ER stress death
O=C1/C(=C\c2ccc([N+](=O)[O-])cc2)SC(=S)N1c1cccc(C(F)(F)F)c1	-4
Cc1ccc(S(=O)(=O)N2CCSC2c2ccc(Br)cc2)cc1[N+](=O)[O-] (stereo unspecified)	2
O=C1N=c2ccccc2=C1c1sc(=S)n(Cc2ccco2)c1O	0
CC(=O)c1cccc(NC(=O)CSC2=NCCS2)c1	-14
CCOC(=O)c1c(NC(=O)Cc2cccs2)sc(C(=O)Nc2ccccc2F)c1C	-5
Cc1ccsc1C1NC(=O)c2c(sc3c2CCCC3)N1 (stereo unspecified)	1
Cc1cccc(NC(=O)/C(=C\c2cccs2)NC(=O)c2cccs2)c1	-1
Cc1ccc(-c2ccc(/C=C3\SC(=S)NC3=O)o2)c([N+](=O)[O-])c1	3
O=S1(=O)CCC(NC(=S)SCCOc2ccccc2OCCO)C1 (stereo unspecified)	-3
CC(=O)Nc1ccc(S(=O)(=O)/N=C2/NC(=O)/C(=C\c3ccco3)S2)cc1	1
COc1ccc(/C=C2\SC(=S)NC2=O)c(OC)c1OC	5
CCOc1cc(/C=C2/SC(=S)N(C)C2=O)ccc1OCCOc1ccccc1C	2
COc1cc(/C=C2/SC(=S)N(CCC(=O)Nc3ccc4c(c3)OCO4)C2=O)cc(OC)c1OC	2
CSC1=C(C#N)C(c2cccs2)CC(=O)N1 (stereo unspecified)	-1
